# H9c2 TAG inh – triacylglycerol accumulation inhibition; H9c2 cells, Nile Red lipid (TAG) fluorescence; cells loaded with 200 µM oleic acid; inhibition, % at 12.5 µM; 230,000 compounds, 0.66% hits; AID 651582;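 active = pattern-corrected inhibition of lipid staining of at least 50% with the nuclear-stain viability signal not falling by more than 50%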;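 note: 0% = DMSO wells and 100% = triacsin C control wells; some results filed as inactive read as strong as hits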
# H9c2 TAG inh DAPI viability – recorded beside H9c2 TAG inh, whose call it bears; DAPI nuclei signal change (viability), lower = more cytotoxic, %;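 whole-well DAPI fluorescence read on a plate reader as a viability signal; minus 50 percent equals half of cells still viable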
# Starred values were filed as active, the others as inactive. These rows are one share of the data, so the mix of outcomes need not match the whole.
SMILES,H9c2 TAG inh,H9c2 TAG inh DAPI viability
CCCCNC(=O)c1onc(CSc2cc(C)cc(C)c2)c1C(=O)NCCCC,-11,-4
Cc1ccc2nccc(C(=O)N3CCCC(Nc4ccc(F)cc4)C3)c2c1 (stereo unspecified),-5,-8
CN(CC1COc2ccccc2O1)C(=O)c1cccc(S(=O)(=O)N2CCCC2)c1 (stereo unspecified),-4,5
Cc1cc(C(=O)OCC(=O)Nc2ccc(S(=O)(=O)N3CCOCC3)cc2)c(C)o1,-1,2
COc1cccc(/C=C2\SC(=S)N(CCC(=O)Nc3ccc(O)cc3)C2=O)c1,9,-5
O=C(CCCN1C(=O)/C(=C/c2ccccc2OC(F)F)SC1=S)Nc1cccnc1,33,-25
CCc1ccccc1NC(=O)C1C2C=CC(O2)C1C(=O)O (stereo unspecified),3,-1
COC(=O)CCC(=O)N1CCCC(CNS(=O)(=O)c2ccc(OC)cc2)C1 (stereo unspecified),13,0
C=CCNCC(=O)NN=C(c1ccccc1)c1ccccc1,-13,0
CCCN(Cc1ccccc1)C(=S)Nc1ccc(C(C)=O)cc1,5,5
COc1ccc2cc(C3(C)NC(=O)NC3=O)ccc2c1 (stereo unspecified),-7,-6
CCOC(=O)c1cc(C(=O)c2cc(Br)ccc2O)coc1=N,3,5
CC(C)CCNC(=O)NC(=O)COC(=O)CNC(=O)C1CCCCC1,7,5
CCCCCCN1C[C@@H](O)[C@H](n2cc(C3CC3)nn2)C[C@@H]1c1ccc(OC)cc1,-1,5
CC1CC(C)CN(C(=O)COC(=O)c2ccc3c(c2)OCCO3)C1 (stereo unspecified),3,5
Cc1ccccc1Nc1nc(N)nc(CSCc2c(C)noc2C)n1,15,-8
O=C(Cc1ccc(NC2=NC3CS(=O)(=O)CC3S2)cc1)N1CCN(c2ccc(F)cc2)CC1 (stereo unspecified),-1,4
CC1(C)Cc2c(sc3c2C2=NCCN2C=N3)CO1,39,-25
CCOC(=O)C1CCN(Cc2oc(CO)cc(=O)c2O)CC1,6,4
COC(c1ccccc1)c1nnc(CCC(=O)N2CCCCCCC2)o1 (stereo unspecified),0,-3
CC1OC(Oc2ccc3ccc(=O)oc3c2-c2c(O)ccc3cc(Oc4ccc5ccc(=O)oc5c4)c(=O)oc23)C(O)C(O)C1O (stereo unspecified),3,-6
Nn1c(SCC(=O)Nc2ccc(N3CCOCC3)cc2)nnc1-c1ccccc1F,5,10
CCCC(=O)Nc1ccc(C(N)=O)cc1,-5,0
COc1ccccc1OCC(=O)N/N=C1\CCc2ccccc21,6,15

# Given with tabs: 21 of the compounds above.
SMILES	H9c2 TAG inh	H9c2 TAG inh DAPI viability
CCCCNC(=O)c1onc(CSc2cc(C)cc(C)c2)c1C(=O)NCCCC	-11	-4
Cc1ccc2nccc(C(=O)N3CCCC(Nc4ccc(F)cc4)C3)c2c1 (stereo unspecified)	-5	-8
CN(CC1COc2ccccc2O1)C(=O)c1cccc(S(=O)(=O)N2CCCC2)c1 (stereo unspecified)	-4	5
Cc1cc(C(=O)OCC(=O)Nc2ccc(S(=O)(=O)N3CCOCC3)cc2)c(C)o1	-1	2
COc1cccc(/C=C2\SC(=S)N(CCC(=O)Nc3ccc(O)cc3)C2=O)c1	9	-5
O=C(CCCN1C(=O)/C(=C/c2ccccc2OC(F)F)SC1=S)Nc1cccnc1	33	-25
CCc1ccccc1NC(=O)C1C2C=CC(O2)C1C(=O)O (stereo unspecified)	3	-1
COC(=O)CCC(=O)N1CCCC(CNS(=O)(=O)c2ccc(OC)cc2)C1 (stereo unspecified)	13	0
C=CCNCC(=O)NN=C(c1ccccc1)c1ccccc1	-13	0
CCCN(Cc1ccccc1)C(=S)Nc1ccc(C(C)=O)cc1	5	5
COc1ccc2cc(C3(C)NC(=O)NC3=O)ccc2c1 (stereo unspecified)	-7	-6
CCOC(=O)c1cc(C(=O)c2cc(Br)ccc2O)coc1=N	3	5
CC(C)CCNC(=O)NC(=O)COC(=O)CNC(=O)C1CCCCC1	7	5
CCCCCCN1C[C@@H](O)[C@H](n2cc(C3CC3)nn2)C[C@@H]1c1ccc(OC)cc1	-1	5
CC1CC(C)CN(C(=O)COC(=O)c2ccc3c(c2)OCCO3)C1 (stereo unspecified)	3	5
Cc1ccccc1Nc1nc(N)nc(CSCc2c(C)noc2C)n1	15	-8
O=C(Cc1ccc(NC2=NC3CS(=O)(=O)CC3S2)cc1)N1CCN(c2ccc(F)cc2)CC1 (stereo unspecified)	-1	4
CC1(C)Cc2c(sc3c2C2=NCCN2C=N3)CO1	39	-25
CCOC(=O)C1CCN(Cc2oc(CO)cc(=O)c2O)CC1	6	4
COC(c1ccccc1)c1nnc(CCC(=O)N2CCCCCCC2)o1 (stereo unspecified)	0	-3
CC1OC(Oc2ccc3ccc(=O)oc3c2-c2c(O)ccc3cc(Oc4ccc5ccc(=O)oc5c4)c(=O)oc23)C(O)C(O)C1O (stereo unspecified)	3	-6

# Following part.
SMILES,H9c2 TAG inh,H9c2 TAG inh DAPI viability
O=C(NCc1ccc(F)cc1)c1ccc(CNc2c(N3CCOCC3)c(=O)c2=O)cc1,6,-3
O=C(NCc1ccco1)C(=O)NCC1OCCN1S(=O)(=O)c1ccc(Cl)cc1 (stereo unspecified),2,1
O=C(COC(=O)c1ccc(-c2ccc([N+](=O)[O-])cc2)o1)NC(=O)NC1CCCCC1,3,-5
CCOC(=O)C(CC)(CC)C(=O)/C=C/c1ccc(Br)cc1,-1,-11
CCn1c(NC(=O)C2CCCCC2)nc2ccccc21,2,3
CC(=O)Nc1c(-c2ccccc2)nc2ncccn12,-11,4
CC(CCc1ccccc1)NC(=O)C1CCN(C(=O)c2sccc2-n2cccc2)CC1 (stereo unspecified),-2,-2
O=C(O)c1c[nH]c2ccc(S(=O)(=O)N3CCOCC3)cc12,1,-7
OC[C@H]1O[C@@H](n2cnc3c(NCc4ccco4)ncnc32)[C@H](O)[C@@H]1O,63,-61
CCC[C@@H]1C[C@@H](C(=O)N[C@@H](C2O[C@H](SC)[C@H](O)[C@@H](O)[C@H]2O)[C@H](C)Cl)N(C)C1 (stereo partly specified),3,-8
Cc1cc(=O)oc2cc(OC(C)C(=O)NCC3CCCO3)ccc12 (stereo unspecified),13,-6
CS(=O)(=O)c1ccc2nc(NC(=O)c3cc4ccccc4o3)sc2c1,-3,-2
C[C@H]1CN([C@@H](C)CO)C(=O)c2cc(-c3ccccc3F)cnc2O[C@@H]1CN(C)C(=O)NC1CCCCC1,5,-9
COC(=O)c1ccc(CN2C(=O)C(Cc3ccccc3)ON=C2c2ncccc2C)o1 (stereo unspecified),-4,-3
COc1ccc(-c2nc3ccc(Cl)cn3c2NC2CCCCC2)cc1SC1CCCCC1,63*,61*
CC(N)C12CC3CC(C1)CC(C(C)N)(C3)C2 (stereo unspecified),9,-1
Cc1ccc(CNC(=O)CCC(=O)N2CC(C)Sc3ccccc32)cc1 (stereo unspecified),4,-9
C/C(CC(=O)Nc1ccc(N(C)C)cc1)=N\NC(=O)c1ccc(F)cc1,0,-8
O=C(Nc1cccc(C(F)(F)F)c1)OCc1ccncc1,-4,9
CC(Oc1ccccc1)C(=O)Nc1cccc(NC(=O)c2ccco2)c1 (stereo unspecified),-6,7
CSc1ccc(S(=O)(=O)NCc2ccccc2C)cc1,-12,-9
CC(=NNC(=S)N1CC2CCC(CC2)C1)c1cnccn1,33,-4
CC(NC(=O)Nc1cccc([N+](=O)[O-])c1)c1ccc2c(c1)OCO2 (stereo unspecified),-55,3
O=C(Nc1cccc(Cl)c1)Nc1ccccc1C(=O)NCc1ccco1,2,5
Cc1ccc(OCc2nnc(SCC(=O)Nc3cccc4ccccc34)n2-c2ccccc2)cc1,26,4
COc1ccc(NC(=O)COC(=O)Cn2cnc3ccccc32)cc1,-1,-3
O=C(Cc1ccc(Cl)cc1)N/N=C/c1ccc(O)c(O)c1,-3,-15
Cc1ccnc(NS(=O)(=O)c2ccc(NS(=O)(=O)Cc3ccccc3)cc2)n1,-12,2
CCc1ccc(NC2=CC(=O)CC(c3ccco3)C2)cc1 (stereo unspecified),13,7
CCOC(=O)N1CCN(C(=O)/C(=C\c2ccc(SC)cc2)NC(=O)c2ccccc2)CC1,-9,5
CNC(=O)c1ccc(NC(=O)C2CCN(S(=O)(=O)c3cccc(C(F)(F)F)c3)CC2)cc1,-1,6
CC(=O)Nc1cccc(C(=O)OCC(=O)c2ccc(S(=O)(=O)N3CCCCC3)cc2)c1,0,1
O=C(OCCCCN1C(=O)c2ccccc2C1=O)c1ccc(S(=O)(=O)N2CCCC2)cc1,8,-3
CCOC(=O)NC(=O)c1cn(Nc2ncc(C(F)(F)F)cc2Cl)c(=O)[nH]c1=O,-5,3
CCCCCCSc1ccc([C@@H]2[C@@H]3C(=O)N(C)C(=O)[C@@H]3[C@]3(C(=O)OC)CCCCN23)cc1OC,-31,-3
Cc1ccc(S(=O)(=O)N(CC(O)CN2CCCCC2)c2ccccc2)cc1 (stereo unspecified),-14,4
CCOC(=O)c1c(C)[nH]c(C(C)=O)c1C,14,-5
Cn1nc(-c2ccc(C(=O)NCCO)cc2)c2ccccc2c1=O,11,-7
Cc1cccc(NC(=O)CSc2nnc(C)n2Cc2ccccc2)c1,16,-4
O=C(O)c1ccccc1CSc1nc2ccccc2n1Cc1ccccc1C(=O)O,2,1
CCCCN(C(=O)c1ccc(N2CCCC2=O)cc1)c1c(N)n(CC(C)C)c(=O)[nH]c1=O,-24,3
Cn1ccnc1SCC(=O)Nc1ccc(Oc2ccccc2)cc1,-9,8
Cc1nn(-c2ccc(F)cc2)c(Cl)c1/C=N/NC(=O)c1cccs1,-1,11
COc1cc(OC)c2c(-c3ccccc3)cc(=O)oc2c1C(CCN1CCN(c2ccccc2)CC1)c1ccc(N(C)C)cc1 (stereo unspecified),54*,6.3*
O=C(CC1C(=O)NCCN1C(=O)c1ccc([N+](=O)[O-])cc1)Nc1cccc(Cl)c1 (stereo unspecified),15,0
CCC(=O)NC(=S)Nc1cccc(NC(=O)CC)c1,-6,5
O=C(NCC1CCCO1)c1ccc(CS(=O)(=O)c2ccc(Br)cc2)o1 (stereo unspecified),-9,2
Cc1ccc(N2C(=O)C3ON(c4ccccc4)C(c4ccncc4)C3C2=O)c(C)c1 (stereo unspecified),15,10

# Three compounds out of the list, sorted by molecular weight, largest number first:
SMILES,H9c2 TAG inh,H9c2 TAG inh DAPI viability
COc1cc(OC)c2c(-c3ccccc3)cc(=O)oc2c1C(CCN1CCN(c2ccccc2)CC1)c1ccc(N(C)C)cc1 (stereo unspecified),54*,6.3*
Cc1nn(-c2ccc(F)cc2)c(Cl)c1/C=N/NC(=O)c1cccs1,-1,11
Cc1cccc(NC(=O)CSc2nnc(C)n2Cc2ccccc2)c1,16,-4

# Carrying on.
SMILES,H9c2 TAG inh,H9c2 TAG inh DAPI viability
O=C(COC(=O)c1ccc(O)cc1)Nc1ccc(S(=O)(=O)N2CCOCC2)cc1,-5,9
COc1ccccc1C(=O)NCC(=O)OCC(=O)Nc1nnc(-c2ccccc2)o1,1,6
O=C(NCc1ccco1)c1cccc(-c2ccc3nccn3c2)c1,-3,4
O=C(NNc1nc(N2CCCC2)nc(N2CCCC2)n1)c1ccccc1,-15,-2
COc1cccc(NC(=O)CN(C)C(C)C(=O)Nc2ccc(S(=O)(=O)N3CCCC3)cc2)c1 (stereo unspecified),-3,-4
CC(=O)Nc1ccc(N2C(=O)CSC2c2ccc(F)cc2)cc1 (stereo unspecified),-20,16
CCn1c(-c2ccsc2)nc2c1c(=O)[nH]c(=O)n2Cc1ccccc1,3,-9
O=C(C1CCC(=O)N(C2CCCC2)C1)N1CCN(Cc2cccc(Cl)c2)CC1 (stereo unspecified),-2,-1
COC(=O)c1ccsc1NC(=O)CSc1nnnn1Cc1ccccc1,2,-4
O=C1CCN=C(Nc2ccc(F)cc2)N1Cc1ccccc1,15,-11
CC(=O)c1cnn(-c2ccc(Cl)c(Cl)c2Cl)c1C,-4,-10
O=[N+]([O-])c1ccc(CNCc2cc(Cl)ccc2O)cc1,-5,-6
NC(=O)c1ccsc1NC(=O)COC(=O)[C@@H]1CCCN1C(=O)c1cccs1,-1,-1
CN(C(=O)c1cccc(NC(=O)Cc2cccc(NC(=O)C3CCCN(C(=O)C4CCCC4)C3)c2)c1)C1CC1 (stereo unspecified),23,-7
CCOc1ccccc1Nc1cc(C)nc2nnnn12,0,-17
NNC(=O)CSc1nc(-c2ccccc2)cn1-c1ccccc1,-2,1
CC1CCC(C#N)(N(C)C(=O)CSc2nnc(C3CC3)n2C2CC2)CC1 (stereo unspecified),3,1
Cc1[nH]n(-c2ccccc2)c(=O)c1/C=N/N(c1ccccc1)c1ccccc1,3,-8
CC(C)(C)Nc1nc(N2CCCC2)nc(N2CCCC2)n1,17,0
CC(=O)Nc1nonc1-c1nc2ccccc2n1Cc1ccccc1,-25,-5
COc1ccc(C(=O)COC(=O)c2ccc(-n3cnnn3)cc2)c(OC)c1,6,-6
CCOc1ccc(NC(=O)CSc2nnc(C3CC3)n2C)cc1S(=O)(=O)N1CCCCC1,-8,-5
C/C(CC(=O)Nc1ccc(N(C)C)cc1)=N\NC(=O)c1ccc(Cl)cc1Cl,-2,1

# Bioassay records deposited in PubChem BioAssay by Sanford-Burnham Center for Chemical Genomics.
